High-throughput results as filed in PubChem.
Pf apPOL inh: Pf-apPOL DNA polymerase inhibition; Recombinant Pf-apPOL, molecular beacon fluorescence, 1.5 h; 0.25% of 210,000 active; inhibition, % at 10 µM
mHTT CaM bind: inhibitors of human mutant huntingtin-calmodulin interaction; 3.6% of 190,000 active; AlphaScreen His-mHTT/GST-CaM binding, luminescence; P42858; inhibition, % at 15 µM;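 further: 0% = both proteins with DMSO and 100% = one protein alone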
Target sequence (P42858 whole entry, looked up, stated change not applied): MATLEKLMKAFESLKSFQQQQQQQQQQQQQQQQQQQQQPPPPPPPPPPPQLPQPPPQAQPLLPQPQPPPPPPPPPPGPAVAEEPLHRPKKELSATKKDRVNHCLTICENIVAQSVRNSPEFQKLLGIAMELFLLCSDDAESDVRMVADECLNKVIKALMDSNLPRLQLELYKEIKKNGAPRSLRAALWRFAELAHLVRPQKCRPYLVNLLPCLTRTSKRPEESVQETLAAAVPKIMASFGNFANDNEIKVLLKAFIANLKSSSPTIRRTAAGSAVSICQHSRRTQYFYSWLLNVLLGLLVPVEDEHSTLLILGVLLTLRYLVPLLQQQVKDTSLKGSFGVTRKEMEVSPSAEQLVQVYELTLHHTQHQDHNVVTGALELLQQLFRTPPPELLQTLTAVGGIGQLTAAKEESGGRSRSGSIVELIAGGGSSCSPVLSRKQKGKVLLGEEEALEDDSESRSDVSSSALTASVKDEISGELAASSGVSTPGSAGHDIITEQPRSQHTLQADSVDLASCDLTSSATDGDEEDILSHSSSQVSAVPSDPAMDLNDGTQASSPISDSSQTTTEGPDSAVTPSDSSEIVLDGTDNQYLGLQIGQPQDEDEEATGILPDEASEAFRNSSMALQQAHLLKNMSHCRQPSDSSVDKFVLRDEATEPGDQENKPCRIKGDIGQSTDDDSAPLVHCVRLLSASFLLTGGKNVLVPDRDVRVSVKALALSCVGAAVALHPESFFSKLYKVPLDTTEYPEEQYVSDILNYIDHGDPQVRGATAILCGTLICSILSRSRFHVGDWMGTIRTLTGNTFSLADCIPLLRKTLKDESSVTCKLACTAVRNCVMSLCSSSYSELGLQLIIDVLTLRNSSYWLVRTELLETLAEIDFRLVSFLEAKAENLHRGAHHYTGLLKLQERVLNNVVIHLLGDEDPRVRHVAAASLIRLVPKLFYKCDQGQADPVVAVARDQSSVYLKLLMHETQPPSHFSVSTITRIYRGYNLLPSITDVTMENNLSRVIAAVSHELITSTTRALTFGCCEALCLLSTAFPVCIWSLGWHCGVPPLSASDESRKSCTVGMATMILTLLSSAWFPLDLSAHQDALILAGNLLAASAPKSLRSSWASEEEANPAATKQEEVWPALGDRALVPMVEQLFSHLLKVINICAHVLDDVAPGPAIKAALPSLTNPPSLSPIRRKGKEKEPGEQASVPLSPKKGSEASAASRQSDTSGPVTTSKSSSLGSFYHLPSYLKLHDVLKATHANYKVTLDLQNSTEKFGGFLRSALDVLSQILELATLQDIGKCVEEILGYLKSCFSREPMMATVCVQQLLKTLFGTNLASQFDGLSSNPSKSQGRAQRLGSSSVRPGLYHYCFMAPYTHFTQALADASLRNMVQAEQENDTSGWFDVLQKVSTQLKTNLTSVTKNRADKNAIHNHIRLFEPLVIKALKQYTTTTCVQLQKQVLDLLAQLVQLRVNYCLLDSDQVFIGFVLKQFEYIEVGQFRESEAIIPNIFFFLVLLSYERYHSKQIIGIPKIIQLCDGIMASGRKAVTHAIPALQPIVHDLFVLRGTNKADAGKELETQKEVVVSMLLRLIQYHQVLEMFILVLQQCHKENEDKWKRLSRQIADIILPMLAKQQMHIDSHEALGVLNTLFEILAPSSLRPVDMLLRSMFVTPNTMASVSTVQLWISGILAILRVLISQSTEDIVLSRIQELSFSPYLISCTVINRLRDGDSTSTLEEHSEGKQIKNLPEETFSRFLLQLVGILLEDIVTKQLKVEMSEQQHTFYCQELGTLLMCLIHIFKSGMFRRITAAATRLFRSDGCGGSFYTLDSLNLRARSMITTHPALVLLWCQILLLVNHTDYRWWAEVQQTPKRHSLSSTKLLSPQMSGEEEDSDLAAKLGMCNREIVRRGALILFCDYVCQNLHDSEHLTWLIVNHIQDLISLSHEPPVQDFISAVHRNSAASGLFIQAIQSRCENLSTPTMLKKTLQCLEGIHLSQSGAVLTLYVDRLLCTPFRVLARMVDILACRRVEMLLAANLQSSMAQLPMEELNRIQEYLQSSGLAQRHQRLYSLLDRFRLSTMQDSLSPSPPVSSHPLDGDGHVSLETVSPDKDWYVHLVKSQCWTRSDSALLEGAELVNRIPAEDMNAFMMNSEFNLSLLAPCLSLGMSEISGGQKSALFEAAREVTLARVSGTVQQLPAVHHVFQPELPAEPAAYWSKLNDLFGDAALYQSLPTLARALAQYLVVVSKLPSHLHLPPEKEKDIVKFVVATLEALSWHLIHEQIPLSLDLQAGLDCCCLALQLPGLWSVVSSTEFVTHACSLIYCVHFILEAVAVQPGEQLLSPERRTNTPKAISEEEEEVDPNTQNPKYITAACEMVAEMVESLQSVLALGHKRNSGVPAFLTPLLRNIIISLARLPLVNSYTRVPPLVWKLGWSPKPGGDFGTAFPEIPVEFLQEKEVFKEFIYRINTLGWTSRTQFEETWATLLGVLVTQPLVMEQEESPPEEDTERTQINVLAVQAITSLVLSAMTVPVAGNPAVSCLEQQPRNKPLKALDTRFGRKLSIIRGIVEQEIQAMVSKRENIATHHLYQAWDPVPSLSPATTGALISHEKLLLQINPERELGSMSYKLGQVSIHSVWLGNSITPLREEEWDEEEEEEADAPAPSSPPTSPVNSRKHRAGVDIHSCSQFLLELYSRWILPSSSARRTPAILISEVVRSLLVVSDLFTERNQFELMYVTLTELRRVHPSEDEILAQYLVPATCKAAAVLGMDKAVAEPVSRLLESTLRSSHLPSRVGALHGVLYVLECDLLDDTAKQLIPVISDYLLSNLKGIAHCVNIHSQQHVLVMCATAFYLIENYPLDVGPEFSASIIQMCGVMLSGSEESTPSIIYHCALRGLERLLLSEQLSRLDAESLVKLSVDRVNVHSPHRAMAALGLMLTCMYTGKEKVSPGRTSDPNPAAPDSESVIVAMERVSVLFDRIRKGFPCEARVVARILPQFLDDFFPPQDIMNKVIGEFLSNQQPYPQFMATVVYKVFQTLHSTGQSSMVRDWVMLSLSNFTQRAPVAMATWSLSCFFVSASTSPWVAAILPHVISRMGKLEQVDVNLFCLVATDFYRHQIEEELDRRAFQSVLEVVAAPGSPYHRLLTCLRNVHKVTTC
* marks the source's active call; other numbers are inactive results; i = inactive; . = not tested or not shown; & = joins results of further samples. No stated cut-off is given here; in the data, active means inhibition above about 50%; inactive means the rest.

Values in the order – Pf apPOL inh | mHTT CaM bind
- c1coc(CN2CCN(C3CCCC3)CC2)c1
    -10 | -5
- Cc1cc(NC(=O)c2ccc3nonc3c2)on1
    1 | .
- CC(C)n1nc(CO)c2c1CCN(C(=O)Cc1ccccc1)C2
    1 | -4
- Cc1ccc(S(=O)(=O)CC#N)cc1
    -5 | .
- CC1CCC2(CC1)C(C(=O)C13CC4CC(CC(C4)C1)C3)C2(C#N)C#N (centres undefined)
    . | -17
- Cc1cc(C)n(-c2cccc(Cl)c2C#N)n1
    2&-16 | .
- CCC(=O)Oc1ccc2c(c1)OC(=Cc1c(F)cccc1Cl)C2=O
    0 | -1
- Cc1cc(C)n(CCNC(=O)C(=O)NCc2ccc(F)cc2)n1
    0 | -12
- CC(C)OC(=O)Nc1nnc(Cc2ccccc2)s1
    -3 | -5
- NC(=O)C1CCN(C(=O)Cc2cc(-c3ccco3)on2)CC1
    73* | -3
- CN(C)CCCN=C(NO)c1ccc(Cl)cc1Cl
    -3 | .
- Cc1cc2n(n1)C(c1ccccc1)CC(c1ccc(Br)cc1)=N2 (centres undefined)
    9 | -33
- CN(C)c1ccc(C(=O)Nc2cc(-c3ccsc3)no2)cc1
    0 | -3
- Cc1cc(N(C)C)n2nc(CN(C)Cc3ccccc3)nc2n1
    -2 | 10
- CCc1ccc(C2CC(C(=O)O)CN(Cc3ccccc3)C2)cc1 (centres undefined)
    0 | 44
- CCC(C)NC(=O)N1CCCC1c1cc(C(C)C)no1 (centres undefined)
    2 | -5
- COc1ccc(Cc2nnc(NC(=O)Nc3ccccc3F)s2)cc1OC
    -5 | 10
- N#Cc1cc2c(nc1SCc1ccccc1Cl)CCCC2=O
    1 | -7
- N/C(=N\OC(=O)c1ccc(F)cc1)c1nonc1N
    11 | i
- O=C(Nc1ccc(Cl)cc1)C1CCCN(c2nnc3ccccn23)C1 (centres undefined)
    -4 | 7
- COc1ccc(CC(=O)Nc2cccc(Cl)c2C)cc1
    -10 | -9
- CC(C)Oc1ccc(C2(C)NC(=O)NC2=O)cc1 (centres undefined)
    -13 | -6
- Cc1ccccc1OCc1nnc(SCC(=O)N2CCc3ccccc32)n1C
    0 | 16
- CC(=O)N(C1=C(N(C)C)C(=O)c2ccccc2C1=O)c1ccc(Cl)c(Cl)c1
    -9 | 36
- Cc1ccc(Cc2cc(C)n[nH]c2=O)cc1
    -12 | .
- Cn1c(-c2ccccc2)c(Sc2ccccc2)c2cc(-c3ccc4[nH]ccc4c3)ccc21
    -6 | 22
- CCn1c(SCC(N)=O)nc2c(c1=O)C1(CCCCC1)Cc1ccccc1-2
    -10 | -6
- Cc1ccc2ncn(C3CCN(C(=O)Nc4ccccc4C)CC3)c(=O)c2c1
    1 | -6
- Cc1cccc(C(=O)CC(c2ccccc2)C2C(=O)c3ccccc3C2=O)c1 (centres undefined)
    2 | 7
- CC(=O)Nc1ccc2oc(-c3ccc(Cl)cc3)nc2c1
    0 | -4
- CC(C)c1ccc(C2C3=C(CC(C)(C)CC3=O)NC3=C2C(=O)c2ccccc23)cc1 (centres undefined)
    -5 | 65*
- CC1C(=O)C(C)C(c2ccc(N(C)C)cc2)NC1c1ccc(N(C)C)cc1 (centres undefined)
    -81 | 77*
- O=C(NCc1ccco1)C1CCN(c2nn3c(=O)c4c(nc3s2)CCCC4)CC1
    10 | 10
- CC(C)N1CCc2c(sc(NC(=O)c3ccc([N+](=O)[O-])s3)c2C(N)=O)C1
    -1 | 12
- CSc1c(C(=O)Nc2ccccc2)ccc2c1C(=O)c1ccccc1C2=O
    -2 | 0
- CC(C)(C)C(=O)Oc1ccc(C=Cc2ccccn2)cc1
    -22 | -9
- O=C(C=CNc1cccc(O)c1)c1ccc(Br)cc1
    -9 | 8
- O=C(O)C#Cc1cccc2ccccc12
    -5&-15 | 4
- COc1ccc(C(=O)NCCS(=O)(=O)NCc2cccs2)cc1
    3 | -4
- Cn1cnc2c1c(=O)n(Cc1ccc([N+](=O)[O-])cc1)c(=O)n2C
    -27 | 5
- COc1ccc(CN2C(=O)CNC2=S)cc1
    6 | .
- CC(O)CN1C(=O)c2cccc3cccc(c23)C1=O (centres undefined)
    -7&11 | .
- COc1cc2c(cc1OC)C(COc1ccc3c(C)cc(=O)oc3c1)NCC2 (centres undefined)
    -4 | 1
- O=C(c1csc2ccccc12)N1CCN(c2ccccn2)CC1
    -6&1 | 4&2
- O=C1c2ccccc2C(=O)N1c1ccc(-n2ccc(C(F)(F)F)n2)cc1
    -3 | .
- COc1ccc(C2CC(=O)C3=C(C2)Nc2ccccc2NC3c2cccc([N+](=O)[O-])c2)cc1OC (centres undefined)
    14 | 32
- Cc1c(C(=O)O)oc2ccc(S(=O)(=O)N3CCCCC3C)cc12 (centres undefined)
    -4 | -3
- O=C(OCc1cc(-c2ccc(F)cc2F)on1)c1ccc(S(=O)(=O)N2CCCC2)cc1
    -6 | -1
- CCc1ccc(NC(=O)C2CCc3nc(N4CCOCC4)ncc3C2)cc1 (centres undefined)
    -8 | 12
- O=C(NCc1ccccn1)c1cn(-c2cccc(F)c2)nn1
    -2 | -4
- COc1ccc2oc(=O)c(NC(=O)c3ccc(C)c(C)c3)cc2c1
    -2 | -8
- O=C(Nc1cc(C(F)(F)F)ccc1N1CCCC1)c1ccc2c(c1)CCO2
    0 | .
- CC1=CC(C)(C)N2C(=O)C(=O)c3c(C)c(C)cc1c32
    -2 | 30
- Cn1c(COc2ccc(Cl)cc2)nc2ccccc21
    -4 | -4
- Cc1c(Br)c([N+](=O)[O-])nn1CC(=O)N1CCN(Cc2ccccc2)CC1
    -2 | 0
- COc1ccc(CCNC(=O)C2CC(c3ccc(OC)c(OC)c3)=NO2)cc1OC (centres undefined)
    -2 | -2
- CN(C)S(=O)(=O)Nc1ccc(Cl)c(Cl)c1
    . | -3
- O=C(NCC1CC1)c1ccc(NC(=O)C2CCC2)cc1N1CCOCC1
    0 | 2
- CC(C)S(=O)(=O)c1cccc(C(=O)Nc2cccc3c2C(=O)NC3=O)c1
    -4 | 8
- N#CCCSc1ccccc1NC(=O)c1coc2ccccc2c1=O
    -3 | 7

Looked up above:
Entry for O=C1c2ccccc2C(=O)N1c1ccc(-n2ccc(C(F)(F)F)n2)cc1 in Pf apPOL inh: -3
Entry for CC1C(=O)C(C)C(c2ccc(N(C)C)cc2)NC1c1ccc(N(C)C)cc1 (centres undefined) in Pf apPOL inh: -81

Remaining list, next part.
Values in the order – Pf apPOL inh | mHTT CaM bind
- O=C(O)c1cnn2cccnc12
    -1 | 9
- Cc1nn(Cc2ccccc2)c(N)c1-c1ccccc1
    -4 | 0
- CC(C)(C)N=C(NC(=O)c1ccccc1)C(Cl)(Cl)Cl
    -1 | -1
- Cc1sc(NC(=O)c2ccc(F)c(F)c2)nc1-c1ccccc1
    -8 | 2
- O=C(NCC1CC(=O)N(c2ccc(F)cc2)C1)Nc1ccccc1Cl (centres undefined)
    -2 | -5
- COc1ccc([N+](=O)[O-])cc1C1=N/C(=C/c2ccc(C)cc2)C(=O)O1
    -6 | -2
- O=c1cc(CN(Cc2ccccc2)Cc2ccccc2)c2c(ccc3ccccc32)o1
    4 | -7
- COc1ccc(-c2csc3c(=O)n(Cc4ccc(F)cc4)cnc23)cc1OC
    -3 | -16
- COc1cccc(C2=NOC(C(=O)Nc3cc(C)on3)C2)c1 (centres undefined)
    -2 | -4
- CCNc1cc(N2CCCC(CCC(=O)NC3CCN(C(=O)OCC)CC3)C2)ncn1 (centres undefined)
    -11 | 2
- COC(=O)c1ccc(CSc2ncnc3c2cnn3-c2ccc(C)cc2C)o1
    0 | -16
- O=C(Nc1cnc(N2CCCCCC2)nc1)c1cncc(Br)c1
    2 | 5
- COc1ccc(N(C(=O)C(C)(C)C)C2C=CS(=O)(=O)C2)cc1 (centres undefined)
    -2 | -3
- O=C(Nc1ccc(C(F)(F)F)cc1)N1CCC(n2c(-c3ccoc3)nc3cccnc32)C1 (centres undefined)
    0 | 4
- N#CC(C#N)=CC=C(Sc1nnnn1-c1ccccc1)c1ccccc1
    0 | .
- O=C(Nc1ccc(O)c(-c2nc3ccccc3o2)c1)c1cccc([N+](=O)[O-])c1
    0 | -4
- O=C(Nc1cc(-c2ccccc2)[nH]n1)C1COc2ccccc2O1 (centres undefined)
    -5 | .
- c1ccc(CN2CCN(Cc3ccccc3)C2c2ccc[nH]2)cc1
    -6 | -1
- COc1ccc2[nH]cc(CCN3CC(C(=O)Nc4ccc(F)c(Cl)c4)CC3=O)c2c1 (centres undefined)
    -2 | 55*
- COc1ccc2nc(N3CCC(C(=O)NC4CC4)CC3)sc2c1
    4 | -4
- CC(C)(C)N=C1Nc2ncccc2NC12CCN(C(=O)CCc1ccccc1)CC2
    -4 | 8
- Cc1ccc(NS(=O)(=O)c2cc3c(s2)CCN(C(=O)C2CCC2)C3)cc1
    2 | 8
- CCN(CC)S(=O)(=O)c1ccc2c(c1)C(=NO)c1cc(S(=O)(=O)N(CC)CC)ccc1-2
    -2 | 4
- O=C(NCCn1ncc2c(NCc3ccco3)ncnc21)c1ccccc1C(F)(F)F
    -5 | -13
- Cc1ccc(-n2nc3c(c2NC(=O)c2ccccc2I)CSC3)cc1
    -5 | 25
- NC(=O)c1cn(-c2ccccc2)nc1-c1ccc(Cl)cc1
    2 | 3
- COc1ccccc1N1CCN(CCOc2ccc(Cl)cc2)CC1
    -2 | 7
- O=C(Nc1ccccc1I)c1ccccc1F
    1&3 | -24&-16
- O=c1c(-c2ccc3c(c2)OCCO3)coc2c(CN3CCCCCC3)c(O)ccc12
    -2 | -3
- CCc1ccc(OCC(=O)N2CCCCC2CCN2CCCCCC2)cc1 (centres undefined)
    -13 | -3

Nothing new here: 3 of the compounds above.
Values in the order – Pf apPOL inh | mHTT CaM bind
- N#CCCSc1ccccc1NC(=O)c1coc2ccccc2c1=O
    -3 | 7
- O=C(O)c1cnn2cccnc12
    -1 | 9
- Cc1nn(Cc2ccccc2)c(N)c1-c1ccccc1
    -4 | 0

Other records follow:
Values in the order – Pf apPOL inh | mHTT CaM bind
- CC(=O)NC1=NC(=O)/C(=C/c2c(Cl)cccc2Cl)S1
    1 | 5
- Cc1cc(I)ccc1S(=O)(=O)n1cnc2ccccc21
    -8 | -7
- N=C1S/C(=C\c2ccc(-c3cccc(Cl)c3)o2)C(=O)N1c1nccs1
    -9 | 57*
- COc1ccc(C2C(C(=O)C3CC3)=C(O)C(=O)N2CCCO)cc1OC (centres undefined)
    1 | -2
- Cc1ccc2nc3c(c(C(=O)NC(C)C)c2c1)CCCC3
    2 | 12
- COc1cc(C2Oc3c(OC)cccc3C3CC(c4ccco4)=NN32)cc(OC)c1OC (centres undefined)
    -14 | 38
- COC(=O)c1c(OC)ccc(-n2cccc2)c1OC
    -17 | .
- Cc1ccc(C2=C/C(=C\c3ccc([N+](=O)[O-])o3)C(=O)O2)c(C)c1
    1 | 19
- COCCNC(=O)Cc1ccccc1[N+](=O)[O-]
    -17 | 20
- CCCCN(C)CCCNC(=O)C1(O)c2ccccc2NC(=O)N1c1ccccc1 (centres undefined)
    -6 | -3
- Cc1cccc(C(=O)N2CCN(c3ccc(C)cc3C)C(=O)C2C)c1 (centres undefined)
    0 | -4
- COc1ccc(Cl)cc1C(=O)N1CC2CC(NC(=O)c3cccs3)C1C2 (centres undefined)
    -5 | 3
- OC(COC12CC3CC(CC(C3)C1)C2)CN1CCN(c2ccccc2)CC1 (centres undefined)
    6 | 12
- Cc1ccc(-c2nnc3c4cnn(C)c4ncn23)cc1
    -8 | -1
- COc1ccc(-c2noc(C3CCN(CC(=O)Nc4ccc(C)c(F)c4)CC3)n2)cc1
    -8 | -7
- O=C1C=CC(=O)C(c2cccc(C(F)(F)F)c2)=C1
    -2 | 74*
- O=C(CC1CCCC1)NC1CCN(c2ccccc2)C1=O (centres undefined)
    -1 | -8
- COC(=O)c1c(NC(=O)CN2C(=O)CCC2=O)sc(Cc2ccc3c(c2)OCO3)c1C
    -8 | 45
- Cc1ccc(OCc2nc(C(=O)N3CCC(C)CC3)cs2)c(C)c1
    -8 | -5
- Cc1[nH]nc2c1C(c1c(Cl)cccc1Cl)C(C#N)=C(N)O2 (centres undefined)
    -4 | 2
- COc1ccc(CNC(=O)CCC2CCCN(C(=O)Nc3cccc(C)c3)C2)cc1 (centres undefined)
    -1 | 2
- CC(C)Cc1cc(-c2ccccc2)c(C#N)c(N)n1
    -9 | -4
- Cc1noc(-c2ccncc2)c1C(=O)NCc1cccc(Cl)c1
    -2 | -5
- COc1cc(C=C(C#N)C(=O)c2ccsc2)cc(OC)c1OC
    -8 | .
- O=C(CC1CCCC1)N1CCC(Nc2ncnc3c2CCC3)C1 (centres undefined)
    4 | -13
- CN1CCN(C(CNC(=O)Nc2ccc3c(c2)OCO3)c2ccc3c(c2)CCN3C)CC1 (centres undefined)
    -8 | 14
- COc1ccc(-n2ncc3c(NC4CCCCC4)ncnc32)cc1
    -2 | 12
- c1coc(CN2CCN(Cc3ccncc3)CC2)c1
    -9 | 3
- Cc1ccc(S(=O)(=O)C2(C(=O)N3CCN(Cc4ccccc4)CC3)CC2)cc1
    -3 | 4
- CCC(Br)C(=O)Nc1ccc(C(C)C)cc1 (centres undefined)
    -8 | -11

Compound profiles, as listed above. Screens in order: Pf apPOL inh, mHTT CaM bind
Shown for Cc1ccccc1OCc1nnc(SCC(=O)N2CCc3ccccc32)n1C : 0, 16
Shown for CN(C)S(=O)(=O)Nc1ccc(Cl)c(Cl)c1 : ., -3
Shown for COc1ccc2oc(=O)c(NC(=O)c3ccc(C)c(C)c3)cc2c1 : -2, -8
Shown for Cc1ccc(-n2nc3c(c2NC(=O)c2ccccc2I)CSC3)cc1 : -5, 25

Carrying on.
Values in the order – Pf apPOL inh | mHTT CaM bind
- COc1cc(C)nc(-c2ccccc2O)n1
    -12 | -56
- Cc1ccc(S(=O)(=O)CCN2CCN(c3ccc(C(F)(F)F)cc3[N+](=O)[O-])CC2)cc1
    -9&-3 | .
- OC(CN1CCCCCC1)CN(c1ccccc1)c1ccccc1 (centres undefined)
    -1 | 42
- Cc1cccc(N=Cc2c(C)n(C)c3ccc([N+](=O)[O-])cc23)c1
    -12 | 12
- CN1CCN(CCC(=O)Nc2ccccc2)CC1
    6 | -3
- Cc1cccc(Cl)c1NC(=O)C1CC(=O)N(c2ccc(Br)cc2)C1 (centres undefined)
    -2 | 8
